High-throughput results (PubChem)
HIV peptide binding: inhibitors of HIV fusion peptide binding, primary screen, biochemical, uHTS, fluorescence dequenching (AID 1986). cell-free peptide binding, fluorescence dequenching, 30 min; higher % means a stronger effect. one-dose inhibition, % at 20 µM; IC50 in µM for titrated hits. 290,000 compounds, 0.3% hits; in the data active = inhibition mostly above about 52%, no sharp cut-off; inactive = mostly below about 76%; also: some results filed as inactive read as strong as hits
AID2073: inhibitors of Mint1-CaV2.2 protein interaction, biochemical, HTRF (AID 2073); Voltage-dependent N-type calcium channel subunit alpha-1B (Homo sapiens); HTRF protein-protein interaction, Mint1-CaV2.2; higher % means a stronger effect; one-dose inhibition, % at 20 µM; IC50 in µM for titrated hits; 290,000 compounds, 0.19% hits; in the data active = inhibition mostly above about 51%, no sharp cut-off; also: some results filed as inactive read as strong as hits
MT stabilize HCS: microtubule stabilizers in HeLa cells, primary screen, imaging, high-content imaging; 200,000 compounds, 0.83% hits; HeLa tubulin immunostaining HCS, 24 h; share of cells brighter than vehicle mean+2SD; % tubulin-high responders, % at 10 µM;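 active = plate Z-score above 3 for both tubulin-high and condensed-nucleus cell shares, with cell loss under 80%, at 10 µM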;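 also: anti alpha tubulin signal scored within the nucleus-defined area of each cell; some results filed as inactive read as strong as hits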
WT yeast gro inh: growth inhibition of WT strain, primary screen, mitochondrial fusion inhibitor project, WT and mutant strains, chemical genetic; mitochondrial fusion phenotypic screen; 190,000 compounds, 2.1% hits; inhibition, % at 10 µM; AID 1362, 2008; in the data active = inhibition above about 58%; tested in S. cerevisiae
Yfh1-off respiration: enhancers of respiration in Yfh1-depleted yeast, dose response, Friedreich's ataxia, plus single-dose screen (AID 1465); 220,000 compounds, 0.074% hits; one-dose fold induction at 50 µM; EC50 in µM for titrated hits; S. cerevisiae Yfh1-off respiration, WST-1 reduction, 72 h; higher fold induction means a stronger effect;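 active = fold induction of absorbance versus untreated yeast above a set limit, then at least 30% activation at any dose in follow-up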;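 also: activators that raise dye reduction in frataxin-depleted yeast; strong numbers were not always called active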
Autophagy HCS: autophagy modulators in MEF cells, primary screen, imaging, high-content, MEF GFP-LC3 | MEF GFP-LC3 puncta imaging; test concentration mostly 10 µM | 190,000 compounds, 0.98% hits | calls only at 10 µM (by protocol) | AID 463193, 2010;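 active = percentage of spot-positive cells more than 3 SD above its plate mean, without a fluorescence outlier flag or 80% toxicity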;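 also: spot-positive cell cutoff set from DMSO-treated cells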
bCat nuc transl: modulators of beta-catenin nuclear translocation, primary screen, imaging, HeLa cells, immunofluorescence, high-content | 190,000 compounds, 0.3% hits | nuclear translocation activity, % at 5 µM | AID 1665, 2009;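 active = nuclear translocation activity above 50% at 5 µM, with a well cell count of 50 or more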;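 also: per-cell ratio of nuclear to cytoplasmic median beta-catenin stain intensity; plate controls were DMSO negative control for no effect and GSK-3 inhibitor IX positive control for full effect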
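System: Human HeLa cells, endogenous beta-catenin | Compound dosing: 5 µM primary, 0.02–20 µM confirmation | Timing: 24 h compound exposure at 37°C, 5% CO2 | Measured by: Fluorescence imaging of beta-catenin antibody stain plus DAPI | Read-out basis: % activation of per-cell nuclear versus cytoplasmic median beta-catenin signal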
Ins promoter up: insulin promoter activators in MIN6 cells, imaging, high-content screening, mouse beta cells; MIN6 insulin promoter-GFP reporter; active compounds read high; z-score at 5 µM; 190,000 compounds, 0.3% hits;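 active = z-score above 3 at 5 µM with at least 500 cells counted in the well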
Dynein cargo inh: inhibitors of GR-EGFP nuclear translocation, primary screen, dynein cargo transport inhibitor project, imaging, high-content, 3617.4 mouse cells; test concentration mostly 20 µM; stimulated with dexamethasone, 1 µM; active compounds read low; z-score, hits read low; 220,000 compounds, 0.47% hits;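 active = plate z-score of nuclear minus cytoplasmic receptor signal below a set negative limit, without overly bright fluorescence or cell loss, cut at about -3.5 in these data, passing the limit was not always enough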;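 also: z-score of nuclear minus cytoplasmic ring GR-EGFP intensity difference per well; some compounds called inactive have numbers as strong as hits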
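Buffer or medium – tet-free medium with charcoal-stripped serum · Signal – automated 10x imaging of fixed Hoechst-stained cells · Also added – dexamethasone agonist, 1.0 µM final, for 30 min · Incubation – induction 48 h, compound 1 h, agonist 30 min · Read-out – GR-EGFP nuclear translocation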
WT yeast gro inh mutant strain: second read-out of WT yeast gro inh, no call of its own (marks repeat the call); inhibition, %; mitochondrial fusion phenotypic screen, mutant strain inhibition
Dynein cargo inh cytoplasmic EGFP: also measured in Dynein cargo inh; calls as there; z-score; measured here: cytoplasmic GR-EGFP intensity; active compounds read high
Dynein cargo inh nuclear GR-EGFP: also measured in Dynein cargo inh; calls as there; z-score; measured here: nuclear GR-EGFP intensity;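 lower value marks the stronger effect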
Dynein cargo inh cell count: second read-out of Dynein cargo inh, no call of its own (marks repeat the call); z-score; measured here: cell count per field
Ins promoter up cell count: also measured in Ins promoter up; calls as there; cell count; measured here: cytotoxicity, nuclei count;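 total cells summed across four imaged fields per well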
bCat nuc transl cell count 5 µM: recorded beside bCat nuc transl, whose call it bears; cell count; measured here: cell count, cytotoxicity flag
MT stabilize HCS Hoechst-high %: further read-out of MT stabilize HCS, marked with its call; % Hoechst-high responders; measured here: nuclear condensation Hoechst responders;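 share of cells brighter than vehicle mean plus two SD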
MT stabilize HCS cytotoxicity %: also measured in MT stabilize HCS; calls as there; toxicity, %; measured here: cytotoxicity by cell density;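 0% = mean cell density of plate MIN control wells and 100% = no cells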
Autophagy HCS cell loss 18 h: recorded beside Autophagy HCS, whose call it bears; toxicity, %; measured here: cell loss, nuclei count;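 cell loss after 18 h compound exposure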
Starred values were filed as active, the others as inactive; i = inactive; nt = not tested or not shown. Compounds were not picked by outcome; overall some 4.2% were active at least once.

SMILES | HIV peptide binding | AID2073 | MT stabilize HCS | MT stabilize HCS Hoechst-high % | MT stabilize HCS cytotoxicity % | WT yeast gro inh | WT yeast gro inh mutant strain | Yfh1-off respiration | Autophagy HCS | Autophagy HCS cell loss 18 h | bCat nuc transl | bCat nuc transl cell count 5 µM | Ins promoter up | Ins promoter up cell count | Dynein cargo inh | Dynein cargo inh cytoplasmic EGFP | Dynein cargo inh nuclear GR-EGFP | Dynein cargo inh cell count
CCCCC(=O)NC(=S)Nc1cc(C(=O)O)ccc1OC | -0.3% | 5% | 2.4 | 2.4 | 1.2 | -4 | 10 | i | i | 22 | 0.3 | 1488 | nt | nt | -0.17 | -0.21 | -0.31 | 0.27
O=C(CSc1nc2ccccc2o1)Nc1nncs1 | 2.5% | 10% | 1.8 | 1.6 | 7.5 | 4 | -4 | i | i | 5 | -3.2 | 1196 | -1.2 | 964 | 1.9 | -0.12 | 1.7 | -0.69
O=C(c1ccccc1)c1cc(Cl)ccc1N1C(=O)C=CC1=O | 4.5% | 1% | 3.9 | 1.5 | 3.5 | 85* | 17* | i | i | 10 | -2.7 | 1104 | 0.36 | 1331 | -4.5* | 2* | -1.7* | -0.14*
O=C(NC1CC1)C1=C[C@H](c2csc3ccccc23)C[C@H](OCCCCO)O1 | 0.6% | 12% | 4.1 | 1.2 | 0.0 | -3 | 5 | i | i | 12 | -2.8 | 1176 | -0.17 | 1412 | -0.47 | -0.29 | 0.025 | 0.39
CC(C)CCC1=NN(C(=O)c2ccco2)C(O)(C(F)(F)F)C1 (stereo not drawn) | -1.9% | -6% | 1.7 | 1.5 | 0.4 | -2 | -10 | i | i | -3 | -0.1 | 898 | -0.17 | 1295 | -0.33 | -0.32 | 0.058 | 0.45
O=C(/C=C/c1ccccc1)NC1CCCc2ccccc21 (stereo not drawn) | 1.0% | 2% | 2.6 | 1.9 | 1.7 | 1 | 6 | i | i | 9 | -0.9 | 1057 | 0.3 | 1343 | 1.3 | -0.05 | 0.86 | -1.4
COc1ccc(-c2noc(-c3ccccc3-c3ccccc3)n2)cc1OC | -0.1% | -7% | 3.4 | 5.0 | 6.0 | 75* | 5.1* | nt | i | -11 | -0.9 | 1033 | -0.62 | 1726 | 0.71 | -0.23 | 0.46 | -1.3
Cc1sc(C(=O)NCc2cccnc2)c2nc(C)n(CC(=O)NCc3cccnc3)c(=O)c12 | -0.4% | -2% | 4.0 | 2.4 | 4.6 | -3 | -8 | i | i | 8 | -3.1 | 1184 | -1.4 | 850 | -1.4 | -0.16 | -0.27 | 0.18
NC(=O)c1sc2nc(N3CCCCC3)c3c(c2c1N)CCCC3 | -0.4% | 1% | 7.3 | 1.7 | 8.2 | 17 | 13 | i | i | -7 | 1.5 | 782 | nt | nt | -0.072 | -0.12 | 0.26 | 0.26
Cc1nnc(C)n1/N=C/c1ccccn1 | -1.7% | -1% | 3.0 | 2.2 | 1.2 | 3 | 20 | i | i | 7 | -1.4 | 1057 | 0 | 1918 | -0.011 | -0.2 | -0.075 | 0.099
CC1(C)Oc2ccc3ccc(=O)oc3c2C(/C=N/O)C1=O (stereo not drawn) | -1.9% | 12% | 5.4 | 2.9 | 7.8 | 19 | 16 | i | i | 5 | 1.6 | 942 | nt | nt | 0.63 | -0.28 | 0.067 | 0.43
CCN(C(=O)COC(=O)c1cccc(NS(=O)(=O)c2ccc(F)c(F)c2)c1)C1CCS(=O)(=O)C1 (stereo not drawn) | 1.1% | 2% | 1.7 | 2.0 | 3.1 | 10 | -1 | i | i | 28 | -2.2 | 1052 | -0.28 | 1598 | -0.13 | -0.38 | -0.54 | 0.46
CCOc1ccc2nc(SCC(=O)Nc3ncccn3)[nH]c2c1 | 49% | 0% | 1.2 | 1.1 | 5.9 | -7 | -9 | nt | i | 2 | nt | nt | -0.5 | 866 | -0.43 | 0.091 | -0.24 | 0.64
Cc1cc(C)n2ncc(/C(N)=N/OC(=O)Nc3ccc(Cl)cc3)c2n1 | -0.4% | -4% | nt | nt | nt | nt | nt | i | nt | nt | 2.6 | 993 | -0.24 | 1040 | 1.6 | -0.21 | 0.79 | -0.8
O=C(CN1CC[n+]2c(-c3cccs3)csc21)c1ccc(Br)cc1 | -0.8% | -14% | 3.0 | 3.3 | 2.8 | -1 | 9 | i | i | -2 | -2.6 | 573 | 0.28 | 1290 | -0.48 | -0.13 | -0.04 | 0.035
COc1ccccc1NC(=O)c1cc2ccc(O)cc2o/c1=N\O | 2.5% | 6% | 3.7 | 4.3 | 13 | -6 | -20 | i | i | -16 | -6.3 | 1005 | 0.69 | 1380 | -0.023 | -0.21 | 0.34 | -0.68
CCC(C)(C)n1nnnc1C(c1ccc(Cl)cc1)N1CCN(C)CC1 (stereo not drawn) | 0.5% | -4% | 2.8 | 2.0 | 8.5 | -2 | -9 | i | i | -11 | -0.4 | 1237 | -0.07 | 1337 | 3.8 | -0.073 | 2.8 | -1.5
O=C(NCc1ccc2c(c1)OCO2)C1CCC(CNc2c(N3CCCC3)c(=O)c2=O)CC1 (stereo not drawn) | -2.1% | 2% | 2.0 | 1.3 | 5.1 | 8 | -6 | nt | i | 8 | 2.4 | 1137 | -0.61 | 1838 | -0.2 | -0.16 | 0.0095 | 0.27
Cc1cc(C(=O)OCC(=O)NC(C)(C)C)c2ccccc2n1 | -0.7% | -3% | 2.2 | 1.7 | 3.7 | -5 | 10 | i | i | 1 | 0.1 | 1142 | 0.22 | 1026 | -0.84 | -0.21 | 0.15 | 0.76
Cc1ccc(S(=O)(=O)CCc2nnc(NC(=O)c3ccccn3)s2)cc1 | 1.2% | 13% | 4.1 | 2.9 | 16 | 6 | -12 | i | i | 16 | 2.1 | 750 | -0.14 | 1057 | 1.4 | -0.21 | 0.58 | -0.3
COc1nc(NCCO)nc(Nc2ccccc2F)n1 | -0.2% | 33% | 1.3 | 1.8 | 9.4 | 3 | -1 | i | i | -38 | 0.1 | 1098 | -0.31 | 1171 | -0.89 | -0.28 | -0.4 | 1.3
COc1ccc(-c2[nH]ncc2CN2CCN(Cc3cccs3)CC2)cc1F | -0.3% | -2% | 1.9 | 2.1 | 8.7 | 6 | 0 | i | i | -1 | 0.2 | 1585 | -0.19 | 1430 | -0.75 | -0.19 | -0.34 | 1.2
COc1ccccc1NC(=O)CCSc1ccc(C)cc1 | 0.3% | -1% | 1.5 | 2.7 | 7.6 | -3 | -1 | i | i | 11 | -0.6 | 1468 | 0.21 | 1547 | -1.3 | 0.019 | -0.65 | 1.2
CCN1CCN(c2nc3sc4c(c3c3ncnn23)CC(C)CC4)CC1 (stereo not drawn) | -1.3% | -15% | 6.4 | 4.6 | 1.3 | -15 | -12 | i | i | 7 | -3.1 | 1015 | -0.67 | 1236 | -1.6 | -0.34 | -0.54 | 0.29
N#Cc1cccnc1Nc1cccc(Cl)c1 | -0.2% | 3% | 2.6 | 2.8 | 9.2 | -2 | 10 | i | i | -4 | -1.3 | 956 | -0.08 | 1464 | 0.87 | -0.23 | 0.52 | -1.1
COc1ccc(N2CCN(C(=O)CSc3ncnc4c3cnn4-c3ccc(OC)cc3)CC2)cc1 | 0.6% | 3% | nt | nt | nt | nt | nt | nt | nt | nt | -4.3 | 1053 | 0.38 | 1145 | nt | nt | nt | nt
COc1cccc(Nc2cc(C)nc3ccccc23)c1 | -0.6% | 8% | 1.6 | 2.3 | 7.9 | 0 | -1 | i | i | 7 | -1.6 | 367 | nt | nt | -1.2 | 0.48 | -0.29 | -0.17
Cc1ccc(OCCCCn2cnc3ccccc32)cc1 | 0.3% | -5% | 5.8 | 1.4 | 6.0 | 65* | 55* | i | i | 4 | -1.1 | 1058 | 0.81 | 1153 | -0.83 | -0.36 | 0.22 | 1.2
COc1ccc(/C=N/NC(=O)CSc2nnc(CCCc3ccc(OC)c(C)c3)o2)cc1 | -2.9% | -2% | 2.6 | 1.4 | 7.5 | 7 | -15 | i | i | -3 | -2.4 | 1051 | nt | nt | -0.35 | -0.24 | 0.041 | 0.34
